Insulin prom inh = TRM-6 insulin promoter activity inhibition. 130,000 tested, 0.9% active. TRM-6 cells (human fetal islet line), insulin promoter-eGFP reporter, imaging; reporter expression induced with tamoxifen. inhibition, % at 2 µM. AID 1273;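 active = inhibition above the mean plus 3 SD, with well images judged a real hit on visual review, cut at about 60% in these data, passing the limit was not always enough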
sdo1 growth = restores growth of sdo1-depleted yeast; S. cerevisiae sdo1-depleted JHY4D growth rescue, OD600 30 h; hits give high values; pdr5 snq2 efflux-pump mutant strain; 140,000 tested, 0.21% active; z-score at 10 µM;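 active = z-score above 3 at both the 24 hr and the 30 hr optical density reads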;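 note: z-score against mean and SD of all compound wells on the same plate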
sdo1 growth Rescue 24 h = recorded beside sdo1 growth, whose call it bears; z-score; S. cerevisiae sdo1-depleted JHY4D growth rescue, OD600; measured here: growth rescue at 24 h;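 0 is the plate mean of compound wells and units are plate SD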
* = called active by the depositor; . = no result given. Compounds were not picked by outcome. About 0.99% of those tested had a hit in this group.

SMILES	Insulin prom inh	sdo1 growth	sdo1 growth Rescue 24 h
COc1ccc2c(OC)cc(=O)n(C)c2c1	13	0.02	-0.85
Cc1cc(C)nc(/N=C(\N)Nc2ccc(S(=O)(=O)O)cc2)n1	-50	.	.
O=C(O)c1cccc(NS(=O)(=O)c2cccc3cccnc23)c1	.	0.04	-0.42
O=C(c1cnn2c1NC(c1ccc(Br)cc1)CC2C(F)(F)F)N1CCN(C23CC4CC(CC(C4)C2)C3)CC1 (stereo not drawn)	46	-2.3	-1.3
Cc1ccc2ncccc2c1NS(=O)(=O)c1ccccc1	-93	-0.26	-0.49
COc1ccc(-c2cc(C3CCN(c4ncccc4[N+](=O)[O-])CC3)[nH]n2)cc1	4	-2.2	-1.7
Cc1ccccc1/C=N/Nc1nc2ccccc2[nH]1	7	.	.
COc1cc(S(=O)(=O)NCc2cccnc2)c(OC)cc1Br	-14	-0.13	-0.72
CCc1nc(SCC(=O)O)c(C#N)cc1C	-3	-0.17	-0.47
O=C(c1ccc(C(F)(F)F)cc1)N1CCC(=O)N(C(COCc2ccc(Cl)cc2)Cc2ccccc2)CC1 (stereo not drawn)	-20	-0.18	0.21
C=CCN1CN(Cc2ccco2)CNC1=S	-40	0.13	-0.6
CCOC(=O)c1c(-c2ccc(C)cc2)csc1NC(=O)C1CC=CCC1C(=O)O (stereo not drawn)	-21	0.9	1.3
CCOC(=O)c1oc2ccc3c(c2c1C)C(=O)CC1(CCN(C(=O)OCC)CC1)O3	.	-0.21	-0.05
N/C(Cc1ccc([N+](=O)[O-])cc1)=N\OC(=O)c1ccc(Br)o1	71*	-2.2	-0.89
CCCC(=O)c1ccc(N2CCN(C(=O)c3ccccc3Br)CC2)c(F)c1	42	-0.68	0.22

An excerpt from above in order of number of heavy atoms, rising:
SMILES	Insulin prom inh	sdo1 growth	sdo1 growth Rescue 24 h
CCc1nc(SCC(=O)O)c(C#N)cc1C	-3	-0.17	-0.47
Cc1cc(C)nc(/N=C(\N)Nc2ccc(S(=O)(=O)O)cc2)n1	-50	.	.
CCCC(=O)c1ccc(N2CCN(C(=O)c3ccccc3Br)CC2)c(F)c1	42	-0.68	0.22
COc1ccc(-c2cc(C3CCN(c4ncccc4[N+](=O)[O-])CC3)[nH]n2)cc1	4	-2.2	-1.7

(listing goes on)
SMILES	Insulin prom inh	sdo1 growth	sdo1 growth Rescue 24 h
N#CC1=C(N)OC2=C(C(=O)CCC2)C1c1cccs1 (stereo not drawn)	-36	.	.
Cc1ccc(C)c(Cn2cnc3c(nnn3-c3ccc(F)cc3)c2=O)c1	.	-0.21	-0.52
CC1(C)CC(=O)c2sc(NC(=O)c3cccs3)nc2C1	48	-0.5	-0.62
Cc1c(Cl)cccc1NC(=S)N1CCN(Cc2ccc3c(c2)OCO3)CC1	-9	-1.2	-0.58
COC(=O)C1=C(C)NC(C)=C(C(=O)OC)C1c1ccc(NC(C)=O)cc1	45	0.09	-0.32
COCCn1nnnc1C(c1ccccc1OC)N1CCc2ccccc2C1 (stereo not drawn)	-73	.	.
Cc1cc(C(=O)CSc2nc3ccc(Cl)cc3[nH]2)c(C)n1CC1CCCO1 (stereo not drawn)	9	-1.2	-0.61
CCCC(=O)Nc1cnc(NC(=O)c2cccc(F)c2)cc1C	.	1	0.46
COc1cccc(C(=O)Nc2ccccc2N2CCCC2)c1	23	-0.7	-1.2
COC(=O)C(Cc1ccccc1)N1CCS(=O)(=O)CC1 (stereo not drawn)	26	.	.
Cc1cc(N)ccc1S(C)(=O)=O	70	0.51	-0.48
Cc1ccccc1-n1nc2c(c1NC(=O)c1ccc(Br)o1)CSC2	-64	-0.01	-0.81
C(=N\n1cnnc1)/c1cn(Cc2ccccc2)c2ccccc12	-94	-1.1	-0.52
O=C(NCc1cccs1)C1CCC(=O)N1C1CCCCC1 (stereo not drawn)	-62	0.18	-0.76
O=C(/C=C/c1cccc(Cl)c1)c1nc2ccccc2[nH]1	.	-1.9	-1

Brought forward from above: three compounds; new compounds follow.
SMILES	Insulin prom inh	sdo1 growth	sdo1 growth Rescue 24 h
C(=N\n1cnnc1)/c1cn(Cc2ccccc2)c2ccccc12	-94	-1.1	-0.52
O=C(NCc1cccs1)C1CCC(=O)N1C1CCCCC1 (stereo not drawn)	-62	0.18	-0.76
O=C(/C=C/c1cccc(Cl)c1)c1nc2ccccc2[nH]1	.	-1.9	-1
Cc1ccc(NC(=O)CSC2=C(C#N)C(c3ccco3)CC(=O)N2)cc1 (stereo not drawn)	0	0.52	0
CCc1ccc(CN(C)C(=O)CCc2nnc(CCc3cccc(OC)c3)o2)nc1	10	.	.
COc1ccc(N2CCN(C(=O)CSc3nnc(-c4cccnc4)n3-c3ccccc3)CC2)cc1	.	0.59	-0.14
COc1ncnc2c1NC(=O)CS2	41	0.48	0.56
COc1cc(C2C(C#N)=C(C)NC3=C2C(=O)CC(C)(C)C3)ccc1OCCO (stereo not drawn)	-61	0.09	0.08
COc1cc(-c2nnc(SCC(=O)N(C)C3CCS(=O)(=O)C3)o2)cc(OC)c1OC (stereo not drawn)	42	.	.
CN(C(=O)COC(=O)c1c[nH]c(=O)[nH]c1=O)C1CCCCC1	35	0.26	0.04
O=c1oc2ccccc2c2c1ncn2CCN1CCOCC1	33	0.01	-0.08
O=C(c1c(F)cccc1F)N1CCC(O)(c2cccnc2)CC1	-17	1	-0.24
CC(=O)NNC(=S)NC(=O)c1ccccc1	-7	.	.
Cc1ncc([N+](=O)[O-])n1CCOC(=O)Nc1ccc(Cl)c(Cl)c1	0	-2.1	-1.7
CN=C(Nc1cc(C)nn1-c1ccccc1)c1ccccc1F	-31	0.13	-0.58
O=C(NCCN1CCOCC1)Nc1cccc(Cl)c1	50	.	.
O=C(CSc1ccsc1[N+](=O)[O-])Nc1cccc(F)c1	-9	.	.
COc1ccccc1N=C1SC(C)CN1C(=O)C1CCC1 (stereo not drawn)	-38	0.37	-0.27
COc1cc(/C=N/NC(=O)COc2c(C)cc([N+](=O)[O-])cc2C)ccc1OC(=O)c1ccccc1	0	0.25	0.64
CC(=O)c1ccc(NC(=S)NNC(=O)c2ccccc2[N+](=O)[O-])cc1	-32	.	.
Cc1cc(O)c(/C=N/Nc2ccccc2Cl)c(=O)o1	.	-2.6	-1.9
COc1cc(-c2c(C#N)c(N)nc3c2CCCC3)ccc1O	-25	1.4	0.87
CN1CCc2c(sc3ncn4nc(-c5ccccc5O)nc4c23)C1	10	2.2	8.3
Cc1ccc(NC(=S)N2CCC(N(C)CC3CCCO3)CC2)cc1 (stereo not drawn)	-29	.	.
CCn1cc(Cl)c(C(=O)N2N=C(c3ccc4ccccc4c3)CC2c2ccccc2O)n1 (stereo not drawn)	67*	0.17	1.6
Cc1cc(C)c(-n2c(O)c(C=NCCN3CCOCC3)c(=O)[nH]c2=O)c(C)c1	.	0.9	1.3
CCCCCCCCCS(=O)(=O)Nc1cc(C)ccn1	-27	0.11	1.3
O=C(CN(c1ccc(F)cc1)S(=O)(=O)c1ccc2c(c1)OCCO2)NCC1CCCO1 (stereo not drawn)	-5	0.53	0.6
Clc1cncc(Cl)c1NNc1c2ccccc2nc2ccccc12	-6	-0.09	0.41
COc1ccc(OC)c(C(c2nnnn2C2CCCC2)N2CCN(c3ccccc3)CC2)c1 (stereo not drawn)	.	-1.2	-0.59
CCN1C(=O)CC(N2CCN(C(c3ccccc3)c3ccccc3)CC2)C1=O (stereo not drawn)	-230	-0.22	-0.66
O=C(Cc1cccs1)N1CCCC(c2nc3c(nnn3Cc3ccc(F)cc3)c(=O)[nH]2)C1 (stereo not drawn)	-21	-0.58	-1.2
Cc1cccc(-n2ncc3c(N4CCc5ccccc54)ncnc32)c1	35	0.91	1.7
CCOC(=O)c1c(NC(=O)CSc2ncnc3ccccc23)sc(C)c1C	-11	0.64	0.36
O=C(O)CCC(=O)N1CCN(c2cccc(Cl)c2)CC1	-467	-0.54	-1.2
CCCS(=O)(=O)c1c(S(=O)(=O)CCC)c2cnccn2c1C(=O)c1ccc(CC)cc1	-77	-0.89	-1.4
Cc1ccc(S(=O)(=O)N(C)c2ccc(C)c([N+](=O)[O-])c2)cc1	50	.	.
CC1CCN(C(=O)Cn2c(SCC(=O)Nc3nccs3)nc3ccccc32)CC1	-155	-0.16	-0.39
CC(/C=N/NC(=O)CSc1nc(C)cc(C)n1)=C\c1ccccc1	.	0.1	-0.36
O=C(Nc1ccc(N2CCOCC2)cc1)c1cnsn1	16	0	-0.13
O=C1Cc2ccccc2Sc2c(OCCN3CCCCC3)cccc21	-18	-0.86	-0.86
Cc1cc(C)c(C)c(S(=O)(=O)NCC(=O)NCc2ccco2)c1C	-36	0.62	-0.23
O=C(NCC1CCCN(C(=O)c2cscn2)C1)c1ccc(-c2ccccc2)cc1 (stereo not drawn)	10	.	.
NS(=O)(=O)c1ccc(CCNC(=O)CSc2nc3ccsc3c(=O)n2CCCCCC(=O)O)cc1	-14	.	.
CCCCOC(=O)Cn1c(=O)c2c(nc(Br)n2Cc2ccccc2)n(C)c1=O	.	-0.84	-0.65
N#CC1=C(N)Oc2c(sc3ccccc23)C1c1ccco1 (stereo not drawn)	-100	-2.4	-1.7
COc1ccccc1N1Cc2ccccc2C1	-40	-0.11	1.1
Cc1ccc(-c2ccc(=O)n(CC(=O)N3CCN(c4cc(Cl)ccc4C)CC3)n2)cc1	9	-1.6	-0.94
Cc1ccc2[nH]c(=O)c(CN(Cc3cccnc3)Cc3nnnn3CCN3CCOCC3)cc2c1	-3	0.42	0.25
O=C1C(c2ccccc2)C(c2ccccc2)NC(c2ccccc2)C1c1ccccc1 (stereo not drawn)	.	0.17	2.7
CC(=O)Nc1cc(C(=O)N2CCc3ccccc3C2)ccc1Sc1ccc(C)cc1	-3	-1.8	-1.4
COc1ccc(C(=O)Nc2ccccc2-c2nnn(CC(=O)NCc3ccco3)n2)cc1	.	-0.6	0.72
CCOC(=O)C/C(C)=N/NC(=O)CN(c1ccc(Br)cc1)S(=O)(=O)c1ccccc1	.	0.48	0.49
NS(=O)(=O)c1ccc(CCNC(=O)C2CCN(S(=O)(=O)c3cnc[nH]3)CC2)cc1	-5	0.4	0.12
COc1ccc(-c2ccc(SCC(=O)NCc3ccco3)nn2)cc1OC	.	0.34	-0.01
COc1ccc(/C=N/NC(=O)C[n+]2ccccc2)c(OC)c1OC	.	1.9	2.1
Cc1nn(C)c(C)c1C1C(C#N)=C(N)Oc2n[nH]c(C)c21 (stereo not drawn)	.	0.91	0.93
O=C(O)CCCNC(=O)c1cncc(Br)c1	40	0.44	0.33
COc1ccccc1N1CCN(C(=O)C(NS(=O)(=O)c2cccs2)c2ccccc2)CC1 (stereo not drawn)	.	-0.12	-0.55
CCn1cc(C(=O)Nc2cc(C)ccc2C)c(=O)c2ccc(C)nc21	-70	.	.
O=C(CCCn1c(SCc2cccc([N+](=O)[O-])c2)nc2ccccc2c1=O)NCC1CCCO1 (stereo not drawn)	-33	.	.
O=C(c1cccc(C(=O)N2CCc3ccccc32)n1)N1CCc2ccccc21	-50	-0.98	-0.36
Cc1ccc(S(=O)(=O)N2CCCC2C(=O)Nc2nccs2)cc1 (stereo not drawn)	-3	-0.46	-0.61

Entries above that contain a CF3 group:
SMILES	Insulin prom inh	sdo1 growth	sdo1 growth Rescue 24 h
O=C(c1cnn2c1NC(c1ccc(Br)cc1)CC2C(F)(F)F)N1CCN(C23CC4CC(CC(C4)C2)C3)CC1 (stereo not drawn)	46	-2.3	-1.3
O=C(c1ccc(C(F)(F)F)cc1)N1CCC(=O)N(C(COCc2ccc(Cl)cc2)Cc2ccccc2)CC1 (stereo not drawn)	-20	-0.18	0.21

Other records:
SMILES	Insulin prom inh	sdo1 growth	sdo1 growth Rescue 24 h
O=S(=O)(NCC1OCCc2ccccc21)c1ccc(S(=O)(=O)N2CCOCC2)cc1 (stereo not drawn)	-118	0.4	-0.02
Cc1cc(C)nc(NS(=O)(=O)c2ccc(NC(=O)CSc3nc4ccccc4[nH]3)cc2)n1	8	0.46	-0.04
CCn1c(C(=O)Nc2ccsc2C(=O)OC)cc2sc(Cl)cc21	.	-0.84	0.94
S=c1[nH]nc(COc2ccccc2)n1/N=C/c1cccs1	.	-0.91	-0.25
COc1ccc(NC(=O)COC(=O)C2CCN(S(=O)(=O)c3cccs3)CC2)cc1	31	.	.
COc1ccccc1N1C(=O)CC(Sc2nc(C)cc(C)n2)C1=O (stereo not drawn)	-204	0.36	0.3
S=c1[nH]c2cc(Cl)ccc2s1	-32	-0.99	-0.02
O=C(NCc1ccccc1)C(c1cccs1)N(C(=O)c1csnn1)C1CC1 (stereo not drawn)	.	-0.09	-0.24
Cc1ccc2c(c1)cc(CN(Cc1ccco1)S(=O)(=O)c1ccccc1)c1nnnn12	13	-0.3	0.28
CCc1cccc(NC(=O)c2ccc(Cn3nc(C)cc3C)o2)c1	46	-0.51	0.37
CC1NC(=O)NC1CCCCCC(=O)NCCc1ccccc1 (stereo not drawn)	-104	0.46	-0.42
CCC(C)(C)NC(=O)C(c1cccn1C)N(C(=O)Cn1nnc2ccccc21)c1ccc(NC(C)=O)cc1 (stereo not drawn)	15	.	.

Bioassay records: PubChem BioAssay, several laboratories
